Source: PubChem BioAssay
VIM-2 inh – inhibitors of Pseudomonas aeruginosa VIM-2 metallo-beta-lactamase; inhibition, % at 5.6 µM; AID 1527; purified VIM-2, nitrocefin hydrolysis, epi-absorbance fluorescence; 0.89% of 290,000 active;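 active means inhibition above the mean of all tested compounds plus 3 SD, cutoff set per screening run, cut at about 7.5% in these data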;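 further: red hydrolysis product quenches plate fluorescence so inhibitors raise well fluorescence; 0% = enzyme with DMSO and 100% = DMSO without enzyme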
PfM18AAP inh – blocks P. falciparum M18 aspartyl aminopeptidase; recombinant PfM18AAP, H-Glu-NHMec fluorogenic cleavage; inhibition, % at 7.35 µM; 1.2% of 290,000 active; AID 1822;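 active means inhibition above the campaign mean inhibition over all tested compounds plus 3 SD, cut at about 28% in these data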;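 further: 0% = plate median of test compound wells and 100% = 2 mM ZnCl2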
NALP1 yeast inh – blocks the NALP1 inflammasome reconstituted in yeast; S. cerevisiae NALP1/ASC/caspase-1 growth, X-gal OD620, 72 h; inhibition, % at 10 µM; 0.61% of 280,000 active; in the data active means inhibition mostly above about 24%, no sharp cut-off; inactive means mostly below about 32%; further: some compounds called inactive have numbers as strong as hits
SUMO HTRF inh – inhibitors of human SUMOylation (UBC9). HTRF SUMOylation assay, SAE1/SAE2 + UBC9, in vitro. inhibition, % at 35 µM. 0.36% of 290,000 active; in the data active means inhibition above about 50%, passing the limit was not always enough; inconclusive means no clear call, values can overlap the other calls; further: strong numbers were not always called active
Target sequence (P63279 whole entry, looked up): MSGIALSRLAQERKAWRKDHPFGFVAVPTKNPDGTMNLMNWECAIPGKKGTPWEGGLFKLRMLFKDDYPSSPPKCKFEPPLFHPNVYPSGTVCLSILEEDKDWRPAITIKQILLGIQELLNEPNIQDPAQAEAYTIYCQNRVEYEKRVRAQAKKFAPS
DNA FID counter – fluorescent intercalator displacement, NS3 helicase counter-screen | DNA fluorescent intercalator displacement, fluorescence | AID 1845 | inhibition, % at 7.9 µM | 0.17% of 290,000 active; in the data active means inhibition above about 37%;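 further: 0% = vehicle and 100% = reference compound; higher means more ethidium bromide displaced from hairpin DNA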
NS3 helicase inh – blocks Hepatitis C virus NS3 helicase unwinding; NS3 helicase DNA unwinding, Cy5 molecular beacon fluorescence; AID 1800; inhibition, % at 10.9 µM; 0.56% of 290,000 active;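 active means inhibition above the mean of all tested compounds plus 3 SD, set per campaign, cut at about 35% in these data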;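 further: 0% = DMSO wells and 100% = thioflavine S control wells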
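System: HCV NS3 helicase fragment; control set: DMSO and thioflavine S; technique: Cy5 fluorescence at 0 and 60 min, beacon hairpin quenching; reagent: beacon DNA duplex substrate plus ATP; replicates: singlicate; schedule: 1 h reaction at 25 °C, ATP-initiated; medium: MOPS buffer pH 6.5 with MgCl2, DTT, Tween20, BSA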
MEKK2 WT-MEK5 – raises or lowers MEK5 binding to wildtype human MEKK2 PB1 domain | Q9Y2U5 | bead flow cytometry, Alexa488-MEK5 binding to MEKK2 WT; actives lie on both sides | 1.1% of 290,000 active | binding response (% of control), % at 10 µM; in the data active means binding response below about 67% or above about 130%; inconclusive means no clear call, values can overlap the other calls; inactive means in between
MEKK2mut PB1 HTS – signal of MEK5 binding to mutant human MEKK2 PB1 domain; bead flow cytometry, Alexa488-MEK5 binding to MEKK2 mutant; percent response, % at 10 µM; 0.35% of 290,000 active; in the data active means percent response above about 24%, passing the limit was not always enough; further: inactives centre near 1; some results filed as inactive read as strong as hits
IMP-1 inh – blocks Pseudomonas aeruginosa IMP-1 metallo-beta-lactamase | purified IMP-1, nitrocefin hydrolysis, epi-absorbance fluorescence | inhibition, % at 5.6 µM | 0.45% of 290,000 active | AID 1556;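 active means inhibition above the mean plus 3 SD of all compounds in the same screening run, cut at about 4.5% in these data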;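 further: 0% = IMP-1 with DMSO and 100% = DMSO wells lacking enzyme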
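System – purified recombinant IMP-1 beta-lactamase · Input – IMP-1 dispensed at 0.2 nM · Timing – 15 min preincubation plus 25 min reaction at 25 °C · Signal – Epi-absorbance fluorescence, 480 nm excitation, 530 nm emission · Measure – percent IMP-1 inhibition derived from blank-referenced optical density · Controls – Enzyme-plus-DMSO low control, enzyme-free DMSO high control · Replication – singlicate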
* hit, by the source's call; ? = inconclusive; . = no result given.

SMILES	VIM-2 inh	PfM18AAP inh	NALP1 yeast inh	SUMO HTRF inh	DNA FID counter	NS3 helicase inh	MEKK2 WT-MEK5	MEKK2mut PB1 HTS	IMP-1 inh
CCCCN(CCCNC(=O)C1CCCN(S(=O)(=O)CCC)C1)Cc1ccccc1 (centres undefined)	-1.3	0	22	12	-1	-2	112	10	-2.6
C(=N\NC1=Nc2cccc3cccc1c23)/c1cccnc1	0.5	4	15	-5	-1	-6	11*	9	-2.3
COc1ccc(Oc2nc(C)cc(C)c2S(=O)(=O)c2ccc(C)cc2)cc1	3.1	-16	2	-19	-16	-10	.	.	-1.1
CCCC(=O)n1nc(-c2cccnc2)nc1NCc1ccccc1	-1.3	2	12	1	1	2	107	3	-2.0
O=C(COc1ccc2ccc(=O)oc2c1)Nc1ccc(N2CCOCC2)cc1	-0.1	-4	13	0	2	0	99	-2	-1.5
Cc1ccc(NC(=O)C[n+]2ccccc2)cc1[N+](=O)[O-]	-3.9	-4	2	-33	16	-2	99	-2	-1.4
COc1ccc(-n2nnnc2SCC(=O)Nc2ccccc2)cc1	0.6	0	5	22	-3	5	104	2	-0.9
COc1ccc(N2CCN(C(=O)CSc3nc4[nH]ncc4c(=O)n3-c3ccc(Br)cc3)CC2)cc1	-3.7	9	21	-23	-37	-18	81	-10	-2.1
CNC(=S)SCCOc1ccccc1C	-2.2	-3	32	-5	-3	6	102	4	-4.3
CCn1c(SC)nc(O)c(C(c2ccc(OC)c(O)c2)c2c(O)nc(SC)n(CC)c2=O)c1=O	0.2	0	-5	7	-2	-5	.	.	-2.4
CC(C)(C)NC(=O)CN(Cc1cccs1)C(=O)CCC(=O)Nc1nccs1	-7.8	6	2	0	-19	3	103	-2	-2.3
O=C1c2cccc3cccc(c23)C(=O)N1c1cccc(O)c1	0.2	-1	-4	-7	0	-4	100	-1	-1.3
O=C(CN1CCN(C(c2ccccc2)c2ccccc2)CC1)N1N=CCC1c1ccccc1 (centres undefined)	-0.7	1	-1	-7	-2	-16	109	9	-0.7
COc1cc(OC)c2c(-c3ccccc3)cc(=O)oc2c1C(CC(=O)N1CCOCC1)c1ccc2c(c1)OCO2 (centres undefined)	.	.	1	12	.	.	144*	3	.
O=C(CCSc1nc(-c2ccco2)cc(C(F)(F)F)n1)N1CCN(c2ccccn2)CC1	-1.6	-7	29	24	-9	-18	100	-7	-4.0
CCc1nnc2n1N=C(c1cccc([N+](=O)[O-])c1)CS2	0.3	12	.	12	2	6	105	-2	-1.1
Clc1ccc(C(CCN2CCCC2)Cc2ccccc2)cc1 (centres undefined)	-4.3	-1	19	6	8	-36	107	18	-1.6
CC(NC(=O)NC(N)=O)(C(F)(F)F)C(F)(F)F	-4.2	1	6	-5	4	12	101	0	-3.1
O=C(NCCCN1CCCC1=O)c1c(O)nc2ccccn2c1=O	-0.5	-3	9	6	-3	2	95	-1	-0.6
CNC(=O)COC(=O)/C=C/c1nc2ccccc2s1	1.4	-5	-10	21	-2	-5	100	-6	-1.2
CCOc1ccc(/C(O)=C2/C(=O)C(=O)N(CCN(CC)CC)C2c2cccs2)cc1 (centres undefined)	-1.3	-7	.	34	-2	-8	99	3	-0.4
Cc1scc(C(=O)NNC(=S)NCC2CCCO2)c1-c1ccccc1 (centres undefined)	-7.6	3	21	20	-16	-7	104	3	-2.1
CSc1ncccc1C(=O)NC1CCCCCCC1	-1.6	4	-2	3	-11	-4	98	-1	-3.8
CCc1nc(N2CCN(C(=S)NCCCOC)CC2)c2c3c(sc2n1)CCCC3	-1.3	2	12	-20	-40	-2	109	7	-5.9
CC(=O)Nc1sc2c(c1C(N)=O)CCCC2	-4.0	8	-11	3	-3	0	102	1	-2.1
New compounds follow:
SMILES	VIM-2 inh	PfM18AAP inh	NALP1 yeast inh	SUMO HTRF inh	DNA FID counter	NS3 helicase inh	MEKK2 WT-MEK5	MEKK2mut PB1 HTS	IMP-1 inh
Cc1nnc(SCCn2c(N3CCC(Cc4ccccc4)CC3)nc3c2c(=O)[nH]c(=O)n3C)s1	0.1	-10	.	4	-25	10	104	1	-1.0
O=C(Nc1ccccc1C(=O)N1CCCC1)c1ccccc1	-0.6	-2	4	-8	-2	4	97	-1	-5.2
CSCCC(NC(=O)C1CCC(C)CC1)C(=O)NCc1ccco1 (centres undefined)	-0.8	-1	7	-20	-5	7	97	-2	-2.6
CN(C)C(=O)CNC(=O)C1CCCCC1	-0.9	3	6	14	-13	8	116	4	-3.9
Cc1ccc(NC(=S)Nc2cccc3ccccc23)cc1	-0.1	5	25	90	-6	14	103	3	0.8
Cc1cc(=O)oc2cc(OCC(=O)NCCc3nc4ccccc4[nH]3)ccc12	0.9	2	38*	19	-5	8	92	-5	1.6
O=C(Nc1ccc(OC(F)(F)F)cc1)c1ccc(-n2cncn2)nc1	-0.1	-5	9	10	1	3	88	-7	-1.3
CC(C)(C)N(C(=O)Cn1nnc(-c2ccc(F)cc2)n1)C(C(=O)NC1CCCC1)c1ccncc1 (centres undefined)	-2.8	-2	-6	22	-1	6	102	-2	-5.9
O=C1CCCN1CCCNc1ncccc1[N+](=O)[O-]	-3.2	4	16	3	-10	-1	98	0	-3.9
Cc1ccc(C)c(OCC(=O)Nc2cccc(C(=O)O)c2)c1C	-1.8	9	14	3	-26	3	98	3	-4.2
O=C(NCC(O)c1ccc2ccccc2c1)c1c(F)cccc1F (centres undefined)	-4.5	0	18	10	-8	11	104	3	-3.4
CCc1cc(=O)oc2cc(C)cc(OC(C)C(=O)NCCCN3CCCC3=O)c12 (centres undefined)	-0.3	3	8	30	-42	1	95	0	-2.5
Cc1cc(-c2ccccc2N)n[nH]1	-1.9	5	15	4	1	-7	106	6	0.4
CCOC(=O)CSc1nnc(CNC(=O)c2ccc(OC)c(OC)c2)n1C	-1.7	1	26	-10	1	2	95	-4	-3.8
O=c1cc(CSc2ccccn2)[nH]c(=O)[nH]1	-2.1	4	19	22	-2	-5	102	-9	-2.4
COc1cc(-c2n[nH]c(=S)n2-c2ccc(C)cc2)cc(OC)c1OC	-3.3	11	-3	10	-24	15	98	-3	-1.2
O=C1N(Nc2ccccc2)C(c2ccc(Br)cc2)C12CCCC2 (centres undefined)	-5.0	-3	2	14	-3	2	99	5	-2.3
COC(=O)c1[nH]c2cc(OC)ccc2c1NC(=O)CCN1CCN(c2ccccc2)CC1	-2.8	-8	20	4	-6	1	102	-1	0.4
COC(=O)c1cn(Nc2ncc(C(F)(F)F)cc2Cl)c(=O)c2ccccc12	-5.4	4	-1	-11	-8	2	97	8	-2.5
O=C(NCCc1c[nH]c2ccccc12)c1cc2ccccc2oc1=O	2.5	1	7	4	-6	-2	99	0	-0.9
COc1ccc(C2=NN(CCC(=O)NC3CCCCCC3)C(=O)CC2)cc1	-2.2	-2	2	-1	-41	-7	100	-4	-3.0
CCOc1ncccc1C(=O)Oc1ccc2c(c1)OCO2	-3.2	6	-2	15	-12	-1	110	11	-3.4
COCCCNc1ccnc2c(Cl)cccc12	-4.9	-1	2	8	2	0	101	-12	-2.6
O=C(COC(=O)/C=C/c1ccc(Cl)cc1Cl)Nc1ccc2c(c1)OCCO2	-3.4	9	-34	7	-9	18	104	4	-3.5
Cc1ccc(-n2nnnc2SCC(=O)Nc2cc(C)on2)c(C)c1	-1.1	-3	11	-4	-21	-10	105	5	-1.6
Remaining list, next part
SMILES	VIM-2 inh	PfM18AAP inh	NALP1 yeast inh	SUMO HTRF inh	DNA FID counter	NS3 helicase inh	MEKK2 WT-MEK5	MEKK2mut PB1 HTS	IMP-1 inh
O=C(CN1CCOCC1)c1c[nH]c2ccccc12	-2.9	2	-16	-2	-6	15	105	3	-1.5
COc1ccc(C)cc1S(=O)(=O)N1CCN(C(=O)c2ncoc2-c2ccc(F)cc2)CC1	-2.9	0	-21	-7	-47	7	98	3	-1.8
CC(=O)N1CC=C2C(C#N)=C(N)C(C#N)(C#N)C(CCc3ccccc3)C2C1 (centres undefined)	0.6	5	13	5	-5	6	105	2	0.5
O=C(Nc1ccc2c(c1)OCO2)O[C@@H]1C[C@H]2CCCC(=O)N3CC[C@@H](C1)[C@@H]23	-0.4	-5	-2	6	-12	10	97	-6	-1.4
CCOC(=O)c1sc2nc(C)nc(SCC(=O)NC3CCS(=O)(=O)C3)c2c1C (centres undefined)	0.9	6	0	-11	-10	-3	87	-14	-2.1
O=C(CSc1nnc(-c2ccccn2)o1)Nc1ccccc1F	-5.6	3	-24	11	-8	2	106	4	0.0
Cc1ccc(NC(=O)C2CC3CCC2C3)c(Br)c1 (centres undefined)	-1.0	1	24	-17	-8	-8	108	5	-1.7
S=C(NCCNC(=S)Nc1ccccc1)Nc1ccccc1	-1.2	6	1	-1	-3	9	101	4	-7.6
CCN1CCN(CCC(=O)Nc2cccc(C)c2)CC1	-0.8	-15	3	16	1	9	115	5	-3.0
CCCn1c2ccccc2c2nnc(SCC(=O)Nc3c(C)n(C)n(-c4ccccc4)c3=O)nc21	-0.8	-2	25	2	-28	0	107	1	-3.0
Cc1[nH]c2ccccc2c1C(C[N+](=O)[O-])c1cccs1 (centres undefined)	-0.2	17	-15	-3	-6	-1	101	-1	-2.1
O=C(CSc1nc(O)c(C2CCCCC2)c(=O)[nH]1)N1CCOCC1	-3.3	2	3	10	8	-12	93	-11	-0.1
O=c1cc(CSc2nnc(-c3ccccc3)o2)c2ccccc2[nH]1	-2.2	2	16	-7	-10	3	97	2	-3.9
NNc1ccccc1C(F)(F)F	-1.4	-6	-10	13	3	-21	99	-3	-1.3
C=CCNc1ncnc2c1cnn2-c1ccc(C)cc1C	-2.2	3	.	6	0	-1	108	2	-2.6
CCc1cccc(C)c1NS(=O)(=O)c1c(C)nc2sccn2c1=O	-1.0	9	8	0	-16	5	101	3	-2.4
CCOC(=O)C1CCN(C(=O)COC(=O)COc2ccccc2OC)CC1	-1.4	4	10	24	-5	-5	101	3	-2.3
COc1ccc(CCNS(=O)(=O)c2cc3c4c(c2)CC(=O)N4CCC3)cc1	-0.9	0	26	.	-23	-3	98	-2	-2.4
O=[N+]([O-])c1ccccc1S(=O)(=O)NC1CCCC1	-5.3	-10	-15	9	6	-5	90	-13	-1.4
C/C(Cl)=C\Cn1c(O)c(N=NC(N)=S)c2ccccc21	-0.2	4	9	6	-1	4	91	-6	-3.2
CCOc1cc(N2CCOCC2)c(OCC)cc1NC(=O)COC(=O)c1cc(C)cc(C)c1	-0.3	1	15	-14	-4	2	110	5	-2.9
N#Cc1cccc(CSc2nnc(CCCO)n2-c2ccccc2)c1	1.2	-10	0	24	-10	-2	?	-15	-0.9

Full records as entered above. Values in the order: VIM-2 inh	PfM18AAP inh	NALP1 yeast inh	SUMO HTRF inh	DNA FID counter	NS3 helicase inh	MEKK2 WT-MEK5	MEKK2mut PB1 HTS	IMP-1 inh
O=[N+]([O-])c1ccccc1S(=O)(=O)NC1CCCC1 reads -5.3	-10	-15	9	6	-5	90	-13	-1.4
C=CCNc1ncnc2c1cnn2-c1ccc(C)cc1C reads -2.2	3	.	6	0	-1	108	2	-2.6
Cc1[nH]c2ccccc2c1C(C[N+](=O)[O-])c1cccs1 (centres undefined) reads -0.2	17	-15	-3	-6	-1	101	-1	-2.1
O=C(CSc1nc(O)c(C2CCCCC2)c(=O)[nH]1)N1CCOCC1 reads -3.3	2	3	10	8	-12	93	-11	-0.1
